# ARFGAP1 inh: inhibitors of rat ARFGAP1 | Q62848 | actives 0.26% (n = 360,000) | inhibition, % at 16.5 µM | Arfgap1-stimulated ARF1 GTP hydrolysis, GDP FP detection;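 active means inhibition above a per-plate limit, mean inhibition of low control wells plus 3 SD, cut at about 25% in these data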;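 further: 0% = DMSO wells with enzyme and 100% = wells lacking Arfgap1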
# Target sequence (Q62848 1-136 limits assumed): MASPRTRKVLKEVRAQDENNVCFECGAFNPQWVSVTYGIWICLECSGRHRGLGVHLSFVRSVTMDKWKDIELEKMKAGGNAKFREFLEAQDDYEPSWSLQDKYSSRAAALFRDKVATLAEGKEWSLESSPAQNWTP
#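 Replicates: Single well per compound | Assay system: Truncated rat Arfgap1 GAP domain | Control set: No-Arfgap1 wells (100%) versus DMSO full-reaction wells (0%) | Times: Enzyme reaction 120 min at 25 °C after 20 min preincubation | Reagent: Human ARF1(Δ1-17)-GTP substrate | Measured by: Tracer-displacement fluorescence polarization with EDTA stop, 620/688 nm | Measure: Percent inhibition of Arfgap1-stimulated GTP hydrolysis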
# Tn7 DDE FP: DD(E)-Tn7 binding inhibition, primary FP screen; inhibition, % at 8.3 µM; P02675; AID 720508; actives 0.13% (n = 370,000); FP displacement of FITC-Tn7 peptide from fibrin DD(E); 0% = median of compound wells per plate;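 active means inhibition above the mean of compounds falling within the control limits plus 3 SD of them, cut at about 14% in these data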;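 further: 0% = plate median of compound wells and 100% = 10 µM Aha-Tn7 peptide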
#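 System: human fibrin DD(E); quantity: Fibrin-DD(E) at 2 µM final; also added: fluorescent Tn7 probe at 0.1 µM; compound dosing: single nominal test concentration of 8.3 µM per compound; schedule: 10 min preincubation, 3 h with tracer, room temperature; detection: fluorescence polarization of the labelled Tn7 tracer; repeats: one replicate per compound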
# LEDGF integ inh: blocks HIV-1 LEDGF/p75-dependent DNA integration; actives 0.64% (n = 370,000); TR-FRET IN-LEDGF/p75 DNA integration, Eu/Cy5; inhibition, % at 3.7 µM;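 active means inhibition above the screen-wide mean plus 3 SD, cut at about 13% in these data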;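 further: signal is the Cy5 over europium emission ratio at 671 and 618 nm; 0% = plate median of compound wells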
# ASAP1 GAP inh: ASAP1 ArfGAP inhibition; inhibition, % at 16.5 µM; ASAP1-stimulated ARF1 GTP hydrolysis, GDP FP detection; AID 624377; Q9ULH1; actives 0.19% (n = 360,000); in the data active means inhibition above about 25%;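 further: 0% = vehicle with enzyme and substrate and 100% = no enzyme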
# Target sequence (Q9ULH1 325-724 limits assumed): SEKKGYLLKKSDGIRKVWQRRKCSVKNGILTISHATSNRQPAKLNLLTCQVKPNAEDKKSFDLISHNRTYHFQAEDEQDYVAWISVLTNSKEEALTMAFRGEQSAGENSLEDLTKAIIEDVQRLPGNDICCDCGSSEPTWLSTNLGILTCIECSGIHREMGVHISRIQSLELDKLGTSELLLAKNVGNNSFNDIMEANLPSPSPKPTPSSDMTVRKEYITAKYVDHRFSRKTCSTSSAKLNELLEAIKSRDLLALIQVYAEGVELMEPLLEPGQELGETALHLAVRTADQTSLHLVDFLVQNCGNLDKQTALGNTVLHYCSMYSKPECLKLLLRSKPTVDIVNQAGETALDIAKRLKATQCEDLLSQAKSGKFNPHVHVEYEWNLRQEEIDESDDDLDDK
# Tn6 DDE FP: inhibitors of Tn6 peptide binding to human fibrin DD(E); P02675; Fibrin DD(E) TRITC-Tn6 fluorescence polarization displacement; inhibition, % at 8.3 µM; actives 0.21% (n = 370,000); AID 720509;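 active means inhibition above a per-campaign cutoff: mean of compounds within control limits plus 3 SD, cut at about 15% in these data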;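 further: 0% = median of all compound wells on the plate and 100% = blocking peptide control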
# ADAM17 inh: ADAM17 inhibition, QFRET primary screen; AID 720648; recombinant ADAM17, EDANS/DABCYL FRET peptide cleavage; P78536; inhibition, % at 6.95 µM; actives 0.83% (n = 370,000);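 active means inhibition above the mean of compounds lying between control limits plus 3 SD, set per campaign, cut at about 8.5% in these data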;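 further: 0% = DMSO-only wells as the low control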
# KLK7 zymogen act: activates the human kallikrein-7 zymogen | P49862 | purified proKLK7, EDANS-DABCYL substrate fluorescence; 100% is mature enzyme control, 0% vehicle | actives 0.9% (n = 370,000) | activation, % at 7 µM | AID 652039;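 active means activation above the mean of all tested compounds plus 3 SD, computed per campaign excluding outliers beyond control limits, cut at about 13% in these data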
# ADAM10 inh: ADAM10 inhibition, QFRET primary screen; O14672; recombinant ADAM10, EDANS/DABCYL FRET peptide cleavage, 3 h; inhibition, % at 7 µM; actives 0.62% (n = 370,000); AID 720582;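 active means inhibition above a per-campaign cutoff equal to the mean of compounds falling between control-based bounds plus 3 SD, cut at about 20% in these data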;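 further: 0% = DMSO wells while the 100% control is not disclosed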
# Target sequence (O14672 214-748 limits assumed): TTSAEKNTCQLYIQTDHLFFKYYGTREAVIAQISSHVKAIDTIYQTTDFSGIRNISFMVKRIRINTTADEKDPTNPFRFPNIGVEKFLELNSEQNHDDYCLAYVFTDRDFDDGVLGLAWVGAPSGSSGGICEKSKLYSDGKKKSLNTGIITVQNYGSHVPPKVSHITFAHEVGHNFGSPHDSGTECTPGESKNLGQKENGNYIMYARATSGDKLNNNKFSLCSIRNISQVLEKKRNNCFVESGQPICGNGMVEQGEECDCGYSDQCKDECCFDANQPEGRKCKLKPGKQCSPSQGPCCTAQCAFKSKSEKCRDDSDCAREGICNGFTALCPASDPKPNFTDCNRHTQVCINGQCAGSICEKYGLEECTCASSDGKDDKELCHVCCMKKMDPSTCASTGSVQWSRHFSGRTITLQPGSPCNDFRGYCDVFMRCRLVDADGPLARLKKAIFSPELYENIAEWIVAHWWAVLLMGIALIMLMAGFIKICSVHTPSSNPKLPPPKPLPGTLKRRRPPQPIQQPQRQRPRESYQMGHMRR
# TDP2 inh: blocks human TDP2 phosphodiesterase activity; O95551; recombinant TDP2, T5PNP hydrolysis, p-nitrophenol absorbance 415 nm; inhibition, % at 12.8 µM; actives 0.34% (n = 370,000); AID 720702;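 active means inhibition above the mean of all tested compounds plus 3 SD, set per campaign, cut at about 25% in these data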;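 further: 0% = DMSO with enzyme and 100% = buffer with substrate but no TDP2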
#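 Material: recombinant human TDP2; quantity: TDP2 enzyme at 120 nM final; medium: Tris-HCl pH 7.5 with MgCl2; compound: single concentration, 12.8 µM nominal, with 1% DMSO; incubation: 2 h enzyme incubation at 37 °C; signal: epi absorbance; measure: percent inhibition; benchmarks: high control without enzyme, low control DMSO plus TDP2; repeats: singlicate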
# PLCg1 inh: blocks human PLC-gamma1 enzyme activity; P19174; purified PLC-gamma1, fluorogenic substrate, fluorescence; inhibition, % at 12.2 µM; actives 0.84% (n = 370,000); AID 720700; in the data active means inhibition above about 9.5%
# * hit, by the source's call.
SMILES,ARFGAP1 inh,Tn7 DDE FP,LEDGF integ inh,ASAP1 GAP inh,Tn6 DDE FP,ADAM17 inh,KLK7 zymogen act,ADAM10 inh,TDP2 inh,PLCg1 inh
CC(=O)Nc1c(-c2ccc(C)cc2)nc2ccc(Cl)cn12,-19,-5,2,-6,-4,-28,1.6,-111,6,-23
CCCC(=O)N1CC(=O)Nc2ccc(C)cc2C1c1ccc(F)cc1 (stereo not drawn),-6,12,2,1,-1,-3,-0.3,-9,6,-1
O=C(NNc1nc(-c2ccc(Br)cc2)cs1)c1ccco1,-6,-3,-1,-11,-6,-2,-0.3,-2,-3,-7
O=C(NCCOc1ccccc1)c1cccc2c1C(=O)c1ccc(Cl)cc1S2(=O)=O,3,8,2,-1,-2,-3,-0.7,8,1,-3
Cc1ccc(OCCCn2c(=O)oc3ccccc32)cc1,-2,5,-4,0,2,-4,-0.5,-3,-11,0
CC1CCN(S(=O)(=O)c2ccc(F)c(C(=O)O)c2)CC1,-1,-8,-4,5,-2,0,0.2,7,-1,4
N#CC1=C(O)CCCn2c1nc1ccccc1c2=O,5,-6,1,-9,10,-6,-0.3,-10,3,-74
O=C(COc1ccc(Cl)cc1)Nc1ncccn1,2,8,-5,6,7,-2,0.1,-3,-3,-1
Cc1ccc(C2c3c(-c4ccccc4)n[nH]c3C(=O)N2c2ccccc2)cc1 (stereo not drawn),3,-1,-2,-6,-8,-2,0.6,-6,-2,1
O=C(C[C@H]1C/C=C\CCC(=O)O[C@@H](c2ccccc2)CNC1=O)NCCO,-8,-4,0,1,0,-2,0.3,-1,3,2
COc1ccc2[nH]cc(CCNC(=S)NCCc3ccccc3)c2c1,1,4,-3,-4,-5,1,0.7,10,-6,1
CC(C(=O)O)C1SC(=O)NC1=O (stereo not drawn),-8,3,0,1,1,1,0.1,-7,-2,0
CCOC(=O)C(CCSC)NC(=O)CN (stereo not drawn),-8,4,-2,2,2,0,0.2,-2,3,1
C[C@]12c3[nH]c4ccccc4c3CCN1C(=O)C(CC(=O)NCc1ccco1)C[C@@H]2C(=O)N1CCOCC1 (stereo partly drawn),-5,-10,5,-6,3,2,0.6,-8,4,5
COc1cc2ncc(S(=O)(=O)c3ccccc3)c(N3CCC4(CC3)OCCO4)c2cc1OC,9,2,-2,-4,5,-2,-0.2,-4,8,-6
CCOC(=O)C1=CN(Cc2ccco2)S(=O)(=O)N(C)C1c1ccc(C(F)(F)F)cc1 (stereo not drawn),10,0,-3,-1,-6,0,-0.2,-6,-1,-3
O=c1c(-c2ccc(O)cc2)coc2cc(O)ccc12,2,-2,1,0,1,-58,4.5,-201,4,-163
NC(=O)c1cnc(Cc2c[nH]c3ccccc23)c(I)c1,0,-3,1,-6,-3,-3,-0.2,-1,-2,-8
CN(c1ccccc1C(=O)Nc1cccnc1)S(C)(=O)=O,-6,2,1,7,3,-3,0.6,-1,0,-2
Cc1cc2c(cc1S(=O)(=O)N(C)Cc1ccccc1)OCC(=O)N2,-12,3,0,-13,4,1,-0.6,3,0,-2
CCOC(=O)N1CCN(S(=O)(=O)c2ccc(C(=O)N(CCN(C)C)c3nc4c(C)cccc4s3)cc2)CC1,-5,5,4,1,-4,-13,0.5,-23,0,0
CCS(=O)(=O)c1ccc(O)c(NC(=O)/C=C/c2ccccc2)c1,-2,-2,0,14,2,7,-0.2,8,-35,3
O=C(Nc1ccc(S(=O)(=O)N2CCCC2)cc1)C1CC(=O)N(c2ccc(F)cc2)C1 (stereo not drawn),5,9,-6,10,4,2,-0.7,-2,5,1
Cc1cc(C(=O)COC(=O)Cc2c(F)cccc2Cl)c(C)n1C,0,-10,0,-8,-3,2,0.4,2,-6,0
COc1ccc(C2c3cc4c(cc3OC(N3CCOCC3)C2C)OCO4)c(OC)c1 (stereo not drawn),0,3,1,-1,-4,0,0.4,3,-5,-1

# New compounds follow:
SMILES,ARFGAP1 inh,Tn7 DDE FP,LEDGF integ inh,ASAP1 GAP inh,Tn6 DDE FP,ADAM17 inh,KLK7 zymogen act,ADAM10 inh,TDP2 inh,PLCg1 inh
Oc1cc(Nc2ccccc2)cc2cccnc12,3,2,3,2,5,0,-0.3,1,8,-12
CC(=NC1CC1)c1c(-c2ccccc2)[nH]n(-c2nc3ccccc3s2)c1=O,1,-3,2,-3,4,1,-0.4,0,-6,-8
CC(=O)n1cc(/C=N/NC(=O)c2cccc(O)c2)c2ccccc21,6,4,-5,3,0,-5,0.2,-5,8,-11
CCC(CO)N=CC1=C(O)CC(c2ccccc2)CC1=O (stereo not drawn),-6,-1,2,11,2,-2,-0.4,1,-15,3
Cc1ccccc1-c1nc2ccccc2o1,-6,7,-2,3,3,-2,0.0,-5,9,1
Cc1ccc([C@@H]2CC=C(C(=O)O)CN2S(=O)(=O)c2ccccc2C)cc1,7,-5,2,-4,6,-1,0.2,2,-2,2
CC(C)CN(C(=O)CN1CCN(c2ccccc2F)CC1)c1c(N)n(CC(C)C)c(=O)[nH]c1=O,4,4,-1,-4,1,-1,0.9,-8,1,-4
CC(=O)c1ccc(NC(=O)CSc2nc(Nc3ccccc3)nc(N3CCOCC3)n2)cc1,16,0,-7,7,11,-3,-0.1,-3,-10,1
O=C(CSc1nnc2ccccn12)NCCc1ccc(Cl)cc1,6,-7,1,7,7,-2,0.3,1,-11,3
COC(=O)c1ccc(CNCC(=O)Nc2ccc(C(=O)OC)cc2)cc1,-1,2,-5,-1,9,-2,-0.7,-4,5,-2
COc1ccc(NC(=O)COc2ccc3c(c2)CCC3)cc1S(N)(=O)=O,-8,-6,3,0,-1,1,0.4,0,-1,1
O=P(NC1CCCCC1)(c1ccccc1)c1ccccc1,10,-5,3,4,2,-1,0.1,1,-1,1
Cc1nn(Cc2ccccc2)c(C)c1NC(=O)c1cccs1,-12,0,-2,-3,6,-2,0.1,-6,11,-1
Cn1c(SCC(=O)Nc2cccc(F)c2)nnc1-c1cc2ccccc2o1,-4,5,-3,8,4,0,0.1,-3,4,1
CC1=CC(c2ccccc2)NC(=S)N1 (stereo not drawn),-1,-3,-1,-1,8,2,0.2,-7,6,2
C/C(=N\NC(=O)c1nn(C)c(C)c1Br)c1cccc(NC(=O)c2ccoc2C)c1,10,-2,2,0,-2,-4,0.4,-3,-1,-1
COc1ccc(Cc2c(C3CCCCC3)nc3c(Cl)cc(C(F)(F)F)cn23)c(C)c1,-1,3,-3,-4,-4,-5,-0.9,-7,10,-11
CCn1cc(C(=O)NC2CCCCCC2)c(=O)c2cc(S(=O)(=O)N3CCCCC3)ccc21,3,4,6,-3,-1,1,-0.3,-3,-8,2
COc1ccc(Cc2nnc(NC(=O)Cn3cnc4c3c(=O)n(C)c(=O)n4C)s2)cc1OC,-3,5,-3,-9,2,-3,0.3,-2,-3,-3
CN1CCN(C(CNS(=O)(=O)c2cccs2)c2cccnc2)CC1 (stereo not drawn),1,-2,0,-8,-3,-1,0.4,-6,3,-3
CSCCC(NC(=O)c1ccccc1Br)C(=O)Nc1ccc(C)cc1 (stereo not drawn),16,1,2,-1,-4,2,-0.4,1,1,0
C=CCn1c(SCC(=O)NCC)nnc1-c1cc2c(s1)CCC(CC)C2 (stereo not drawn),-10,5,1,-5,-5,0,-0.1,-8,5,0
O=C(NCCN1CCOCC1)c1ccc([N+](=O)[O-])cc1[N+](=O)[O-],6,-1,0,12,-1,-5,0.6,-1,6,-2
O=C(/C=C/c1ccc(Br)cc1)NC1CCCCCC1,9,0,-2,5,-2,-1,-0.3,6,2,2
NC(=O)N/N=C/c1cccc(C(F)(F)F)c1,14,-4,-7,5,-1,-4,-0.1,-4,-3,-2

# Next section; it opens with the 3 that closed the last part.
SMILES,ARFGAP1 inh,Tn7 DDE FP,LEDGF integ inh,ASAP1 GAP inh,Tn6 DDE FP,ADAM17 inh,KLK7 zymogen act,ADAM10 inh,TDP2 inh,PLCg1 inh
O=C(NCCN1CCOCC1)c1ccc([N+](=O)[O-])cc1[N+](=O)[O-],6,-1,0,12,-1,-5,0.6,-1,6,-2
O=C(/C=C/c1ccc(Br)cc1)NC1CCCCCC1,9,0,-2,5,-2,-1,-0.3,6,2,2
NC(=O)N/N=C/c1cccc(C(F)(F)F)c1,14,-4,-7,5,-1,-4,-0.1,-4,-3,-2
COc1ccccc1NS(=O)(=O)c1cccc(C(=O)NCC(c2cccs2)N2CCOCC2)c1 (stereo not drawn),14,-6,1,-3,-1,-2,-0.2,2,-16,2
CCOc1ccc(NC(=S)NNC(=S)Nc2cccc(C(F)(F)F)c2)cc1,14,-4,-4,-5,-7,5,-0.4,10,-2,0
COc1ccc(-c2cn(CCc3c[nH]c4ccccc34)nn2)cc1,0,3,-1,1,9,1,-0.3,-4,0,-1
COc1cccc(S(=O)(=O)Nc2ccc(C(=O)Nc3ccncc3)cc2)c1,10,-3,-1,1,2,3,0.0,-13,-4,1
Cc1cccc(C(=O)c2cn[nH]c2-c2ccccc2O)c1,6,2,-1,8,-10,0,0.4,-10,-17,0
Cc1ccc(NC(=O)COC(=O)c2ccc(CN3CCCC3=O)cc2)c(Cl)c1,4,3,-3,6,4,-5,-0.1,-8,-10,-1
CN(C(=O)c1ccco1)c1nc(-c2ccc(Cl)cc2)cs1,1,-1,0,2,1,-1,0.9,4,23,0
CCOC(=O)/C=C1\CN(C(C)c2ccccc2)S(=O)(=O)c2ccccc21 (stereo not drawn),2,-6,-2,-6,2,-1,0.3,-3,-2,-2
O=C(Cn1cc2c(n1)CCCC2)N1CCOCC1,15,4,0,1,-3,-2,-0.6,-16,9,2
COc1cc(C2C(C#N)=C(N)Oc3cc(O)ccc32)cc(OC)c1OC (stereo not drawn),-5,0,-4,15,-2,-1,0.1,-9,-5,-13
CCN(CC)C(=O)CSc1nnc(-c2ccc(S(=O)(=O)NCc3ccccc3Cl)cc2)o1,-9,-3,-4,-1,6,1,0.0,-4,-4,0
CC(C)Cc1cc(CNC(=O)C2CCC(=O)N(CCc3cccc(F)c3)C2)on1 (stereo not drawn),-3,-4,1,-7,2,-4,-0.5,5,-14,0
CC(Sc1ccccc1)C(=O)N1CCN(S(=O)(=O)c2ccc(Cl)cc2)CC1 (stereo not drawn),4,12,0,-3,7,2,-0.5,13,-4,4
CCOC(=O)C1=C(C)N=c2sc(=Cc3ccc(OCC(=O)O)cc3)c(=O)n2C1c1ccc(SC)cc1 (stereo not drawn),-15,6,9,4,7,-2,-0.5,0,1,-5

# Compound activity (PubChem BioAssay)

# The order is random. About 4.2% of those tested had a hit in this group.
